Screens: PubChem BioAssay, several laboratories
Kir21 block: inhibitors of mouse Kir2.1 inward-rectifier potassium channel; 0.85% of 310,000 active; Inward rectifier potassium channel 2 (Mus musculus), P35561; HEK293-Kir2.1, FluxOR thallium flux fluorescence; active compounds read low; B-score at 10 µM;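 active = fluorescence ratio B-score at or below minus 3 SD of library scores, with starting-brightness B-score within 2 SD, cut at about -4.2 in these data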;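 note: channel flux triggered by added potassium and thallium sulfate stimulus; B-score of peak minus minimum fluorescence over baseline after thallium stimulus; more negative B-score means stronger Kir2.1 block with less thallium influx; some compounds called inactive have numbers as strong as hits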
Target sequence (P35561 whole entry, looked up): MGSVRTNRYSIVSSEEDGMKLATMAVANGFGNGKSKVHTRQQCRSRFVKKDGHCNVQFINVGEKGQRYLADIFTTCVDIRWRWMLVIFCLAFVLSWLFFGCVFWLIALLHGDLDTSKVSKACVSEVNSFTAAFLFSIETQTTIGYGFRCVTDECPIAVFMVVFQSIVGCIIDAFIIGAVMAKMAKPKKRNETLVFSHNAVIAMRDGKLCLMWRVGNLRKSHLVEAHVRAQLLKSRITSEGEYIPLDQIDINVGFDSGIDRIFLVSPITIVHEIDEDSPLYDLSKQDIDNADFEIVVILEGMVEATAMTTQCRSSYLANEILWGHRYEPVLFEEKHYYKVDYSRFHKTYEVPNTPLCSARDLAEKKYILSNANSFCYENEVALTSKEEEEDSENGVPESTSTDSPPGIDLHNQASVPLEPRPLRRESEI
STK33 kinase inh: inhibitors of purified STK33 kinase, primary screen, biochemical, ADP-Glo luminescence, homogeneous, cell-free | MBP phosphorylation | Serine/threonine-protein kinase 33 (Homo sapiens), Q9BYT3 | 0.073% of 320,000 active | inhibition, % at 10 µM;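 active = inhibition at or above 25%, using the most active replicate where run in duplicate; inactive = inhibition below 25%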
Target sequence (Q9BYT3 whole entry, looked up): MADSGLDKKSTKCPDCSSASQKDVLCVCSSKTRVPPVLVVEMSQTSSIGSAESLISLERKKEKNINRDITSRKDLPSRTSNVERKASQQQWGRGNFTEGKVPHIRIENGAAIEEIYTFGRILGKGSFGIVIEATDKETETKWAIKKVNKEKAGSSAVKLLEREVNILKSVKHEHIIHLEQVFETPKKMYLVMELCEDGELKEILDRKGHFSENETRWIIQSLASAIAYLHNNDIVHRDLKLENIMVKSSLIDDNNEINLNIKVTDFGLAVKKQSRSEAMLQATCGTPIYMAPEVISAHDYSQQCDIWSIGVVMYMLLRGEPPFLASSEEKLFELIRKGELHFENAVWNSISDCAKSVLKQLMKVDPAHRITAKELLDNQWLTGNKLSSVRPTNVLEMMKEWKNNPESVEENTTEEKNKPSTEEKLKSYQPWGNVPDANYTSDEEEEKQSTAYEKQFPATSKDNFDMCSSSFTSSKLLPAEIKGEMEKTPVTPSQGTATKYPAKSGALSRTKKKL
* marks the source's active call; other numbers are inactive results; . = not tested or not shown.

SMILES	Kir21 block	STK33 kinase inh
O=C(NCCN1C(=O)C2C3C=CC(C3)C2C1=O)NCc1ccccc1 (stereo not given)	0.14	-0.7
C=CCC1NS(=O)(=O)OCC1NC(=O)OCC(Cl)(Cl)Cl (stereo not given)	1.47	5.5
COc1ccc2oc(=O)c(C(=O)C[n+]3cccc(C)c3)cc2c1	1.26	-0.3
COc1cccc(C(=O)N[C@@H](C)C(=O)N2CCC3(CC2)NCCc2[nH]cnc23)c1	0.06	-0.7
O=C(COc1ccc(S(=O)(=O)Nc2ccccc2)cc1)NCc1ccncc1	-1.43	0.2
COCCN1C(=O)c2cc(C(=O)Nc3ccc(C)c(F)c3)ccc2C1Nc1ccc(C)c(F)c1 (stereo not given)	0.67	0.7
O=C(Nc1ccc(Br)cn1)c1cccc(-c2cc3ccccc3oc2=O)c1	0.16	-1.6
CCN1CC(CN(C)Cc2cn(-c3cccc(C)c3)nc2-c2cccc(F)c2)CC1=O (stereo not given)	-0.17	-0.5
Cn1c(SCc2ccccc2)nnc1-c1ccco1	0.05	0.3
Cc1ccc(NC(=O)CSc2nnc3ccccn23)cc1S(=O)(=O)N1CCOCC1	-1.34	-2.3
Clc1ccc(OC2CCN(Cc3nc(CC4CC4)no3)CC2)cc1	0.71	-1.4
O=C(NCCCCc1ccccc1)c1cccc([N+](=O)[O-])c1	0.02	0.6
Cc1ccc(S(=O)(=O)N2CCC(=O)N(C(COCc3cccc(C(F)(F)F)c3)C(C)C)CC2)cc1 (stereo not given)	1.85	2.1
COc1cc(CNc2ccc3[nH]c(=O)[nH]c3c2)ccc1OCc1ccccc1Cl	-0.74	-1.0
N/C(=N\NC(=O)Nc1ccc(Cl)cc1)c1ccccn1	-1.36	-2.9
CCOC(=O)CC(=O)CSc1nc(-c2ccc3c(c2)OCO3)cc(C(F)(F)F)c1C#N	-0.04	-0.8
Cc1ccc(N)cc1CN1CCCC1=O	-0.1	1.5
S=c1[nH]c2ccccc2n2c(=S)[nH]nc12	1	3.1
COc1ccc(Cc2noc(CN3CCN(Cc4csc(C)n4)CC3)n2)cc1OC	-0.55	-0.4
CNC(=O)c1ccccc1NC(=O)c1ccc(C)c(S(=O)(=O)N2CCCCC2)c1	-0.02	0.5
O=C(CNS(=O)(=O)/C=C/c1ccccc1)OC1CCOC1=O (stereo not given)	-0.06	-2.6
O=C(NCC1CCCCC1)C1CCC(=O)N(CCc2cccc(F)c2)C1 (stereo not given)	-0.31	-1.6
O=C(CN(Cc1ccccc1F)S(=O)(=O)c1ccc(Cl)cc1)NCC1CCCO1 (stereo not given)	-0.05	-1.7
O=C(Cc1csc(-c2ccccc2)n1)NCc1ccccc1F	0.96	-0.2
COc1ccc(C2C(C(C)=O)=C(C)N=c3s/c(=C\c4ccco4)c(=O)n32)c(OC)c1 (stereo not given)	1.17	-0.2
COc1cc(/C=C2/C(=N)N3C(SC)=NSC3=NC2=O)ccc1OC(=O)c1ccco1	-4.6*	7.5
Clc1ccc(-c2nc3ccccn3c2CN2CCCCC2)cc1	0.01	-1.4
CCc1nc2sc(C)c(C)c2c(=O)n1CCO	0.12	-0.9
CSCCC(NS(=O)(=O)c1ccccc1F)C(=O)N1CCCCCC1 (stereo not given)	-0.36	1.4
O=C(NCC(c1ccco1)N1CCc2ccccc2C1)c1ccc(F)cc1 (stereo not given)	0.36	0.4
CC(C)c1ccc(NC(=O)CSc2nc(=O)n(CCN3CCOCC3)c3c2CCC3)cc1	-0.86	-0.6
COCCN(C(=O)CSc1nnc(-c2ccccc2F)n1C)c1c(N)n(Cc2ccccc2)c(=O)[nH]c1=O	0.15	1.2
CCN(CC)CCOC(=O)c1ccc(NC(=O)CCCN2C(=O)/C(=C\c3cccs3)SC2=S)cc1	-1.43	0.2
COc1ccc(N(CC(=O)NCCSc2ccccc2)S(=O)(=O)c2ccccc2)cc1	-0.28	-1.6
O=C(CCNS(=O)(=O)c1ccc(Br)cc1)NC1CCC(O)CC1 (stereo not given)	.	-1.4
COc1ccccc1/C=C/C=N/n1c(-c2ccncc2)n[nH]c1=S	-0.19	-0.7
Cc1cccc(-c2nnc(NC(=O)c3cccs3)s2)c1	2.57	-3.6
O=C(NCCO)c1cccc2c1C(=O)c1ccccc1-2	0.09	6.0
O=C(C1Cc2ccccc2CN1S(=O)(=O)c1ccccc1[N+](=O)[O-])N1CCOCC1 (stereo not given)	.	-1.0
CN(Cc1ccco1)C(=O)c1ccc(CNS(=O)(=O)c2ccc3c(c2)C(C)(C)C(=O)N3C)cc1	0	-0.1
Cc1nn(Cc2ccccc2)c(C)c1/C=N/NC(=O)CNc1cccc(C(F)(F)F)c1	-0.81	-0.9
CCOc1cc(/C=N/NC(N)=O)cc(Br)c1OCC(=O)Nc1cccc2ccccc12	0	-0.7
CC(C)C(NC(=O)c1ccccc1)c1nnc(SCC(=O)NC2CCCC2)n1C (stereo not given)	0	-1.9
Cc1cnc(NCCc2ccccc2)s1	0.71	-1.5
CCn1ncc([N+](=O)[O-])c1C(=O)Nc1c(C)cccc1C	-2.18	-0.9
COC(=O)c1[nH]c2cccc(OC)c2c1NC(=O)C(C)N1CCC(C)CC1 (stereo not given)	-0.3	-1.4
COc1cccc(-c2ccc(NC(=O)C3CCCN(CCCn4nc(C)cc4C)C3)cc2)c1 (stereo not given)	-2.01	0.3
c1ccc(-c2nc(NCc3ccco3)c3ccccc3n2)nc1	-1.05	-1.5
CC1(c2ccccc2)NC(=O)N(CCN2C(=O)c3ccccc3C2=O)C1=O (stereo not given)	-1.3	-0.8
CCCCCCc1cc2cc(C(=O)NC)c(=N)oc2cc1O	-12.8	-1.3
New compounds follow.
SMILES	Kir21 block	STK33 kinase inh
O=C(O)CCCCOn1ccnc1	0.07	-1.3
CCOc1ccccc1NC(=O)COc1ccc2c(c1)OCO2	1.38	1.1
CSc1ccccc1NC(=O)c1ccc(N2CC3CC(C2)c2cccc(=O)n2C3)c(NC(=O)c2ccncc2)c1 (stereo not given)	-1.78	-1.7
CC(C)(C)SCCNC(=O)/C=C/c1cccc([N+](=O)[O-])c1	0.83	-2.8
Cc1ccccc1C(=O)N/N=C1/SCC(=O)N1Cc1ccccc1	-0.11	-0.4
COCCn1nnnc1C(c1ccc2ncccc2c1)N1CCc2ccccc21 (stereo not given)	0.64	-2.2
O=C(O)CCC(=O)N1N=C(c2ccccc2)CC1c1ccc2nccnc2c1 (stereo not given)	-0.04	0.8
COC(=O)c1cc(C(=O)OC)n(Cc2ccc(Br)cc2)n1	-0.02	0.5
O=C(Nc1cccc(-c2cn3cccnc3n2)c1)c1ccco1	1.18	8.7
N#C/C(=C/C=C/c1ccccc1)C(=O)Nc1ccccc1	1.2	15.9*
CCOC(=O)c1c(S(=O)(=O)NCc2ccco2)c(C)n(C)c1C	-0.79	-1.1
CC(=O)Nc1ccc(S(=O)(=O)NCC2CCC(C(=O)N3CCN(c4ccccn4)CC3)CC2)cc1 (stereo not given)	0.22	-0.5
CCOc1ccc(Br)cc1S(=O)(=O)Nc1ccc(C(=O)Nc2ccc(C)cc2)cc1	0.44	-0.2
CCOC(=O)c1ccc(NC(=O)C(=O)NCc2ccco2)cc1	0.19	0.6
Cc1cc(C)n2c(C)nnc2c1	0.82	.
CCn1nc(C)c(CN2CCN(Cc3ccc(OC)c(C)c3C)C(CCO)C2)c1C (stereo not given)	-0.24	-1.3
CS(=O)(=O)N1CCCC(C(=O)Nc2ccccc2F)C1 (stereo not given)	1.38	-0.8
CCCC[C@@H]1C[C@H]1[C@@H](NC(=O)c1cccs1)c1ccc(Cl)cc1	-0.64	-2.0
CN(C)c1ccc(/C=N/N(CCC#N)C2=NS(=O)(=O)c3ccccc32)cc1	-0.86	-0.7
Cc1c(N=C2NC(=O)/C(=C/c3cccc([N+](=O)[O-])c3)S2)c(=O)n(-c2ccccc2)n1C	0.42	-0.5
CNC(=S)N/N=C/c1c(C)cccc1Cl	-0.8	-4.2
O=C(/C=C/c1ccc(S(=O)(=O)NCc2ccco2)cc1)N1CCN(c2ccccc2)CC1	0.11	0.0
COc1ccccc1CCc1nnc(CCC(=O)NC(C)Cc2ccsc2)o1 (stereo not given)	0	0.7
COCCn1c(=O)[nH]c2cc(C(=O)NCCN3CCN(c4ccccc4)CC3)ccc2c1=O	0.42	-0.7
COCCN(C(=O)COC(=O)Cc1c(C)nc2ccccc2c1C)c1c(N)n(CC(C)C)c(=O)[nH]c1=O	.	0.0
COC(=O)C1=C(C)NC(=O)CC1c1cc2c(cc1Br)OCO2 (stereo not given)	0.35	1.9
COc1ccc(C2C(CN3CCOCC3)C(=O)N2c2ccccc2)cc1 (stereo not given)	-2.5	-0.4
COC(=O)Cn1c(=O)oc2ccc(C)cc21	0.66	-0.6
Cc1ccc(-n2ncc3c2CC(C)(C)CC3NC(=O)CCc2c(C)noc2C)cc1 (stereo not given)	-1.81	0.6
CC(=O)c1c(OC(=O)c2cccc(Cl)c2)c2ccccc2n1C	-0.61	-1.2

Shown with two lines to a compound: entries from further up
Every second line gives: Kir21 block	STK33 kinase inh
> CC(=O)c1c(OC(=O)c2cccc(Cl)c2)c2ccccc2n1C
 : -0.61	-1.2
> COc1ccc(C2C(CN3CCOCC3)C(=O)N2c2ccccc2)cc1 (stereo not given)
 : -2.5	-0.4
> Cc1ccc(-n2ncc3c2CC(C)(C)CC3NC(=O)CCc2c(C)noc2C)cc1 (stereo not given)
 : -1.81	0.6

Additional results follow.
SMILES	Kir21 block	STK33 kinase inh
COc1ccccc1NC(=O)CSc1nnc(C)o1	0.19	-0.3
O=C(c1cccc(NS(=O)(=O)c2cccc([N+](=O)[O-])c2)c1)N1CCOCC1	1.08	-0.4
O=S(=O)(NCCc1ccncc1)c1ccc(F)cc1	-0.41	-1.9
CCOC(=O)C1CCN(CC(O)COCc2cccs2)CC1 (stereo not given)	0.07	-2.0
Cc1cc(OC(=O)c2cccc(Cl)c2)c([N+](=O)[O-])c(=O)[nH]1	-0.75	-1.2
O=C(Nc1ccccc1)c1ccc(Nc2c([N+](=O)[O-])cc([N+](=O)[O-])c3ccccc23)cc1	-0.31	-0.7
COc1ccc(S(=O)(=O)NCC2CCCN(C(=O)c3occc3C)C2)cc1 (stereo not given)	0.49	2.7
O=C(Cc1ccccc1[N+](=O)[O-])N1CCc2ccccc2C1	0.1	-1.2
COc1ccc(C(=O)NC2CC3CCCC(C2)N3Cc2ccccc2)cc1OC (stereo not given)	2.27	-0.5
C/C(=N\OCC(=O)OCC(=O)NCc1ccccc1)c1ccc2c(c1)OCO2	-0.92	-1.1

Some of these compounds in order of SMILES length, low to high:
SMILES	Kir21 block	STK33 kinase inh
COc1ccccc1NC(=O)CSc1nnc(C)o1	0.19	-0.3
O=S(=O)(NCCc1ccncc1)c1ccc(F)cc1	-0.41	-1.9
CCOC(=O)C1CCN(CC(O)COCc2cccs2)CC1 (stereo not given)	0.07	-2.0
O=C(Cc1ccccc1[N+](=O)[O-])N1CCc2ccccc2C1	0.1	-1.2
COc1ccc(C2C(CN3CCOCC3)C(=O)N2c2ccccc2)cc1 (stereo not given)	-2.5	-0.4
COc1ccc(C(=O)NC2CC3CCCC(C2)N3Cc2ccccc2)cc1OC (stereo not given)	2.27	-0.5
COc1ccc(S(=O)(=O)NCC2CCCN(C(=O)c3occc3C)C2)cc1 (stereo not given)	0.49	2.7
C/C(=N\OCC(=O)OCC(=O)NCc1ccccc1)c1ccc2c(c1)OCO2	-0.92	-1.1
Cc1ccc(-n2ncc3c2CC(C)(C)CC3NC(=O)CCc2c(C)noc2C)cc1 (stereo not given)	-1.81	0.6
O=C(c1cccc(NS(=O)(=O)c2cccc([N+](=O)[O-])c2)c1)N1CCOCC1	1.08	-0.4
O=C(/C=C/c1ccc(S(=O)(=O)NCc2ccco2)cc1)N1CCN(c2ccccc2)CC1	0.11	0.0
COCCN(C(=O)COC(=O)Cc1c(C)nc2ccccc2c1C)c1c(N)n(CC(C)C)c(=O)[nH]c1=O	.	0.0
O=C(Nc1ccccc1)c1ccc(Nc2c([N+](=O)[O-])cc([N+](=O)[O-])c3ccccc23)cc1	-0.31	-0.7

Other structures:
SMILES	Kir21 block	STK33 kinase inh
CC(=O)Nc1cccc(Nc2nc(-c3cccs3)nc3ccccc23)c1	1.46	3.7
CCOc1ccccc1NC(=O)CSc1nc(=O)n(CCCN2CCOCC2)c2c1CCCC2	0.26	-0.6
COc1ccc(NC2=CC(=O)CC(C)(C)C2)cc1OC	0.52	-4.9
NC(=O)c1ccccc1NC(=O)Nc1cccc2ccccc12	-0.12	-0.4
CCn1cc2nc(SCC(=O)Nc3ccccc3F)n(Cc3ccccc3)c(=O)c2n1	-0.01	-0.2
CC(C(=O)N1CCCc2ccccc21)N1C(=O)c2ccccc2C1=O (stereo not given)	-2.3	-0.2
CCC(C)(C)n1nnnc1C(c1ccc(C)cc1)N1CCC(C)CC1 (stereo not given)	0.62	0.2
Cc1cc(NC(=O)CSc2nc(=O)n3cc(Cl)ccc3n2)no1	-0.29	-0.7
Cc1nc(SCC(O)CO)c([N+](=O)[O-])[nH]1 (stereo not given)	0.46	1.0
O=S(=O)(c1ccc2c(c1)OCCO2)N1CCN(Cc2ccc3c(c2)OCO3)CC1	1.59	-0.5
O=C(Cc1ccc(Cl)cc1)Nc1ncccn1	1.55	-1.0
COc1ccc(NS(=O)(=O)c2ccc3oc(SCc4ccc(F)cc4)nc3c2)cc1	-0.87	-0.9
Cc1cc(CNC(=O)COc2ccc(F)cc2)c2ccccc2n1	-0.9	-0.7
CC1CCN(C(=O)Cn2nnc(-c3ccccc3)n2)CC1	0.51	-0.3
Cc1ccc(S(=O)(=O)N2CCN(Cc3ccccc3)CC2)c(C)c1N(C)S(=O)(=O)c1ccccc1	1.41	2.4
O=C(N/N=C/c1cc(Cl)c(O)c(Cl)c1)c1cc2c(ccc3ccccc32)o1	0.95	-0.3
COc1ccccc1NC(=O)c1cc(Cl)nnc1Cl	-0.37	-0.3
O=C(CSc1ccc(F)cc1)Nc1cccc(S(=O)(=O)N2CCOCC2)c1	.	1.3
CC(C)/C=C/CN1CCCC(N2CCN(c3cccc(Cl)c3)CC2)C1 (stereo not given)	-1.84	-0.9
